# VIM-2 inhibitor – VIM-2 metallo-beta-lactamase inhibitors, primary screen, biochemical, epi-absorbance readout, Pseudomonas aeruginosa enzyme; purified VIM-2, nitrocefin hydrolysis, epi-absorbance fluorescence; inhibition, % at 5.6 µM; hit rate 0.89% among 290,000;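 active = inhibition above the mean of all tested compounds plus 3 SD, cutoff set per screening run, cut at about 7.5% in these data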;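 also: red hydrolysis product quenches plate fluorescence so inhibitors raise well fluorescence; 0% = enzyme with DMSO and 100% = DMSO without enzyme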
# pCIP destab – p/CIP-EGFP fusion destabilizers, primary screen, fluorescence, F442A cells | decrease of EGFP signal, % at 10 µM | hit rate 0.01% among 290,000 | 16 h | Q05BA5;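 active = EGFP signal decrease of at least 30% at 10 µM or well 3 SD below plate mean, unless failing retest; inactive = the rest, including hits failing retest or dose response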; also: some compounds called inactive have numbers as strong as hits; many of its hits are not listed in these tables
# CRFBP-R2 block – antagonists of CRF-BP/CRF-R2 complex, primary screen, cell-based, HEK293, calcium dye fluorescence, uHTS | hit rate 0.59% among 350,000 | AID 588475, 2011 | CRF-induced calcium fluorescence | inhibition, % at 11.8 µM;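 active = inhibition of the ligand-induced calcium signal above about 50% at the single tested concentration, limit read from the data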
# GalR3 antagonist – GalR3 antagonists in HEK293 cells, primary screen, cell-based, fluorescence readout. HEK293 GalR3-CNG cAMP membrane potential fluorescence; galR3 body fused to GalR1 C-terminus. inhibition, % at 3 µM. hit rate 0.44% among 360,000. AID 651719, 2012;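 active = inhibition above the screen-wide average plus 3 SD, cut at about 13% in these data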;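 also: forskolin and galanin both at EC90 stimulate the cells; cAMP rise reported by CNG channel membrane potential dye signal; 0% = forskolin plus galanin with DMSO and 100% = forskolin alone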
# Target sequence (O60755 1-299 limits assumed): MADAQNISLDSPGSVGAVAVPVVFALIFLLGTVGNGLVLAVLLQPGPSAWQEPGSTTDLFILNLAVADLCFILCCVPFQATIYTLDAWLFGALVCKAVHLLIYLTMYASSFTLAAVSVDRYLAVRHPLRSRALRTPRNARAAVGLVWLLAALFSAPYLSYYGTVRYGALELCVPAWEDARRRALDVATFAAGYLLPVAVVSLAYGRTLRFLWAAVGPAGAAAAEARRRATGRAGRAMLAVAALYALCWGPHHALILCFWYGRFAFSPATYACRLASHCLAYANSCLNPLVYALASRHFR
# NS3 helicase inh – inhibitors of HCV NS3 helicase, primary screen, biochemical, Cy5 molecular beacon fluorescence. Hepatitis C virus NS3 helicase. NS3 helicase DNA unwinding. hit rate 0.56% among 290,000. inhibition, % at 10.9 µM;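 active = inhibition above the mean of all tested compounds plus 3 SD, set per campaign, cut at about 35% in these data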;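 also: 0% = DMSO wells and 100% = thioflavine S control wells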
#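 Test system: hepatitis C virus NS3 helicase domain fragment enzyme. Also added: annealed dual-labelled DNA beacon duplex, ATP-started. Timing: 60 min unwinding reaction at 25 °C after ATP addition. Technique: Cy5 fluorescence. Measure: % inhibition of unwinding.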
# IDE inh – human IDE inhibitors in live cells, primary screen, fluorescence polarization, HEK cells, FAbetaB substrate. hit rate 0.41% among 320,000. Insulin-degrading enzyme (Homo sapiens), P14735. FAbetaB cleavage. inhibition, % at 5.59 µM. AID 434962, 2010;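 active = percent inhibition above the average of all tested compounds plus 3 SD, set per screening campaign, cut at about 16% in these data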;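 also: IDE supplied by intact live HEK cells; FP after avidin binding of uncleaved biotin substrate so inhibition keeps polarization high; 0% = DMSO wells and 100% = 60 µM reference IDE inhibitor Ii1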
# UBC9 SUMO inh – inhibitors of in vitro SUMOylation cascade, primary screen, biochemical, HTRF, uHTS; SUMO-conjugating enzyme UBC9 (Homo sapiens), P63279; HTRF SUMOylation assay, SAE1/SAE2 + UBC9; inhibition, % at 35 µM; hit rate 0.36% among 290,000; in the data active = inhibition above about 50%, passing the limit was not always enough; also: strong numbers were not always called active
# Target sequence (P63279 whole entry, looked up): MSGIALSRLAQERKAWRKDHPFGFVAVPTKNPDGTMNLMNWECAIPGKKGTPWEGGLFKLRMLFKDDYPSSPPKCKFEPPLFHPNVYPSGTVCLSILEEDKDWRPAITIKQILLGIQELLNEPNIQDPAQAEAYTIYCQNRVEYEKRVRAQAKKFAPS
# IDE act – human IDE activators in live cells, primary screen, fluorescence polarization, HEK cells, FAbeta-B substrate. FAbeta-B cleavage; 0% vehicle, 100% cell-free pure enzyme wells. activation, % at 5.96 µM. hit rate 0.073% among 340,000. AID 493087, 2011;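 active = activation above the mean of all tested compounds plus 3 SD, set per screening campaign, cut at about 17% in these data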
# IMP-1 inh – IMP-1 metallo-beta-lactamase inhibitors, primary screen, biochemical, epi-absorbance readout, Pseudomonas aeruginosa enzyme | metallo-beta-lactamase IMP-1 (Pseudomonas aeruginosa) | purified IMP-1, nitrocefin hydrolysis, epi-absorbance fluorescence | inhibition, % at 5.6 µM | hit rate 0.45% among 290,000 | AID 1556, 2009;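 active = inhibition above the mean plus 3 SD of all compounds in the same screening run, cut at about 4.5% in these data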;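 also: 0% = IMP-1 with DMSO and 100% = DMSO wells lacking enzyme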
#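 System: Purified recombinant IMP-1 metallo-beta-lactamase enzyme | Measured by: Fluorescence quenching readout, ex 480/em 530 nm | Replication: Singlicate | Incubation: 15 min preincubation plus 25 min reaction at 25 °C | Evaluation: Percent inhibition from optical density relative to buffer-blank wells | Benchmarks: DMSO with and without IMP-1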
# An asterisk follows results filed as active; x = not tested or not shown.
SMILES,VIM-2 inhibitor,pCIP destab,CRFBP-R2 block,GalR3 antagonist,NS3 helicase inh,IDE inh,UBC9 SUMO inh,IDE act,IMP-1 inh
CC(=O)C1=C(C)NC(SCC(=O)Nc2nccs2)=C(C#N)C1c1ccccc1Cl (stereo not drawn),-4.5,12.1,13.5,-3.0,10.6,3.6,10.5,-8.8,-2.1
CCOC(=O)Cn1nnnc1C,-1.7,-3.9,5.8,2.0,-3.5,-5.9,-3.4,1.3,-1.6
CNS(=O)(=O)c1cccc(C(=O)OCC(=O)N2c3ccccc3NC(=O)C2(C)C)c1,x,x,-11.4,0.1,x,-5.0,x,4.7,x
CCOCCCNC1=C(Cl)C(=O)c2ccccc2C1=O,3.7,-0.8,9.2,-2.5,-4.8,-4.8,85.3,1.9,-0.4
COc1ccc(NC2CCCN(C(=O)c3ccc(C(C)=O)cc3)C2)cc1 (stereo not drawn),-0.1,-20.1,1.8,-1.8,-1.0,x,6.4,9.7,-0.7
CCCCN(C)CCCNC(=O)c1cn(CC)c2ccc(S(=O)(=O)N3CCc4ccccc4C3)cc2c1=O,-1.5,9.1,-0.3,-3.2,-35.2,11.3,20.3,0.9,-2.7
COc1ccc(N/C(=N/c2nc(C)cc(C)n2)NC(=O)c2ccccc2)cc1,-0.8,-4.7,1.0,-1.2,2.9,6.0,5.2,4.3,-2.5
O=C(O)c1cc(S(=O)(=O)N2CCN(S(=O)(=O)c3ccccc3)CC2)ccc1Cl,0.4,9.9,6.8,-5.7,3.6,3.8,8.9,1.0,0.4
CC(C)COc1cccc(-c2cc(C(=O)Nc3ccon3)c3ccccc3n2)c1,-1.6,7.9,-26.4,-7.3,-4.4,2.5,-17.4,4.6,-2.4
COc1ccc2nc(SCC(=O)NC(C)C)[nH]c2c1,-1.8,-2.7,8.1,-1.1,1.9,-0.2,9.9,1.8,-2.1
CCc1n(CC(O)COCC2CC=CCC2)c2ccccc2[n+]1C (stereo not drawn),-2.0,-8.9,21.5,-3.7,1.0,0.6,13.7,2.6,-1.2
COCCOC(=O)C1=C(C)NC(=O)NC1c1c(Cl)nc2ccccn2c1=O (stereo not drawn),-0.7,1.6,-22.7,-11.0,1.7,5.4,2.9,2.2,-2.3
CC(C)c1ccc(/C=C/C(=O)N2CCc3ccccc3C2)cc1,-2.2,-3.5,-0.8,1.7,18.1,-3.1,-0.7,1.6,-0.5
CCCCOC(=O)c1cc(-c2ccc(/C=N/n3cnnc3)o2)ccc1Cl,21.6*,x,7.9,-0.5,-0.7,6.5,x,0.7,-1.6
COc1cc(NS(=O)(=O)c2ccc(F)cc2)c(OC)cc1NC(=O)C1CC1,-2.1,-6.3,x,x,3.0,x,41.1,x,-4.2
COCCN1CCN(C(=O)c2cc(COc3ccc(F)c(F)c3)on2)CC1,1.6,-7.0,-7.3,-0.7,22.3,x,0.0,6.3,2.1
O=C(N/N=C/c1ccccn1)c1cccc(S(=O)(=O)Nc2ccccc2Cl)c1,-5.5,0.2,9.0,-2.3,16.0,-0.7,-5.4,4.7,-1.2
Cc1cccn2c(=O)c(/C=C3\SC(=S)N(CC(C)C)C3=O)c(NCCCOC(C)C)nc12,-2.7,-323.4,-171.7,x,1.1,2.3,14.4,-1.5,-1.2
Cc1nn(-c2ccccc2)c(C)c1/C=N/NC(=O)c1cc(-c2cccc3ccccc23)n[nH]1,-1.5,-10.2,-54.7,-3.8,-3.0,6.0,-12.6,-6.7,-3.5
O=C(CSc1ncn[nH]1)N1CCCCC1,1.5,-0.8,4.0,0.8,6.8,-11.5,-6.5,1.4,0.4
O=C(CSc1ccccc1)NCC1(N2CCOCC2)CCCCC1,x,x,-16.4,-2.8,x,2.0,x,-1.4,x
CCCc1c(O)nc(SCC(=O)NCc2ccco2)[nH]c1=O,-2.5,0.0,-38.8,-1.2,-4.3,0.6,13.2,1.4,-1.9
COc1ccc(CCNC(=O)COC(=O)c2ccc(F)c(S(=O)(=O)N3CCOCC3)c2)cc1,x,x,-11.3,5.1,x,-2.5,x,3.1,x
COc1ccccc1CNC(=O)Nc1cccs1,-0.7,-4.7,1.2,-0.8,22.5,6.2,8.5,-3.1,-3.1
Cc1ccc2c(c1)Oc1ccc([N+](=O)[O-])cc1C(=O)N2,0.8,7.4,-5.7,-7.1,-5.3,-6.3,20.0,3.2,-1.9
CCOc1ccccc1OCC(O)CNC (stereo not drawn),-4.0,-15.2,-21.7,x,-3.7,2.9,-5.9,5.6,-2.2
COCc1[nH]nc2c1C(c1ccccc1Cl)C(C#N)=C(N)O2 (stereo not drawn),-1.1,-2.0,2.8,-1.1,-0.1,1.4,-0.8,3.1,-0.1
CCOC(=O)C1=C(C)NC2=C(C(=O)CC(C)(C)C2)C1c1ccc(O)c(OCC)c1 (stereo not drawn),-1.1,-8.5,-9.3,22.1*,7.6,0.5,5.2,-2.5,-5.8
N#Cc1nc(-c2ccc(OCc3ccccc3)cc2)oc1NCc1ccco1,-1.6,-12.2,8.7,6.5,1.3,-0.4,-5.5,1.6,-4.3
O=C(Cn1nc(C(=O)O)c2ccccc2c1=O)NC12CC3CC(CC(C3)C1)C2,0.2,9.3,5.4,-0.4,0.8,0.9,-10.1,5.2,-0.8
COc1ccc2c(c1)C(C)=CC(C)(C)N2C(=O)CNCc1ccc2c(c1)OCO2,-1.7,-5.4,-9.5,-10.6,-28.6,5.9,-10.3,0.2,-2.1
CCn1nc(NS(=O)(=O)c2ccc([N+](=O)[O-])cc2)c2cc3cccc(C)c3nc21,-1.5,-4.3,16.3,-7.8,-10.8,5.2,-3.5,3.3,-3.4
COc1cc(SC)ccc1C(=O)N1CCCc2ccccc21,1.0,-4.5,-3.4,-9.8,1.6,1.6,10.6,1.0,-2.3
COc1ccccc1C(=O)Nc1nnc(S(=O)(=O)N(C)Cc2ccccc2)s1,1.5,-10.3,21.0,0.1,-18.9,-1.0,x,3.1,-2.0
CCOC(=O)/C(C#N)=C/c1ccc(OCC(=O)Nc2cc(C)ccc2C)c(OC)c1,-2.4,6.5,11.8,-5.9,-1.8,5.0,-7.4,3.3,-3.6
COC(=O)Cn1c(=NC(=O)c2cc(-c3cccs3)nc3ccccc23)sc2cc(S(N)(=O)=O)ccc21,1.1,1.5,-16.2,-3.6,2.4,4.6,-37.8,4.7,-3.5
CN(C)CCOc1ccc2ccccc2c1,-1.3,-7.4,11.1,0.2,-7.3,2.7,-16.4,0.9,-0.3
COc1nc2c(c(-c3cc(Br)cs3)c1C#N)Cc1ccccc1-2,-2.8,-33.3,-0.6,5.2,2.8,-1.4,-12.3,5.2,-1.6
CC(c1ccccc1)C1CC(=O)N(c2ccccc2)C1=O (stereo not drawn),-2.0,0.8,7.5,-2.2,-1.4,2.9,-9.5,4.4,-1.4
O=C(Nc1c(C(=O)N2CCOCC2)cnn1-c1ccccc1)c1ccc([N+](=O)[O-])cc1,-0.9,0.5,1.7,-1.5,11.8,-5.2,16.4,-1.1,-2.4

# 3 compounds out of the list above, ordered by the value under GalR3 antagonist, descending.
SMILES,VIM-2 inhibitor,pCIP destab,CRFBP-R2 block,GalR3 antagonist,NS3 helicase inh,IDE inh,UBC9 SUMO inh,IDE act,IMP-1 inh
COC(=O)Cn1c(=NC(=O)c2cc(-c3cccs3)nc3ccccc23)sc2cc(S(N)(=O)=O)ccc21,1.1,1.5,-16.2,-3.6,2.4,4.6,-37.8,4.7,-3.5
COc1cc(SC)ccc1C(=O)N1CCCc2ccccc21,1.0,-4.5,-3.4,-9.8,1.6,1.6,10.6,1.0,-2.3
COc1ccc2c(c1)C(C)=CC(C)(C)N2C(=O)CNCc1ccc2c(c1)OCO2,-1.7,-5.4,-9.5,-10.6,-28.6,5.9,-10.3,0.2,-2.1

# Additional structures follow:
SMILES,VIM-2 inhibitor,pCIP destab,CRFBP-R2 block,GalR3 antagonist,NS3 helicase inh,IDE inh,UBC9 SUMO inh,IDE act,IMP-1 inh
O=C(COC(=O)c1nc(Cl)ccc1Cl)c1ccccc1Cl,x,x,6.7,-2.6,x,11.5,x,-2.4,x
CCOc1ccc(S(=O)(=O)N(C)c2ccc(OCC(=O)OCc3c(C)noc3C)cc2)cc1,-1.8,3.6,9.2,-3.5,3.4,1.0,2.6,-2.6,-1.4
O=C(Nc1cccc(Cl)c1)c1ccc(NC2=NC3CS(=O)(=O)CC3S2)cc1 (stereo not drawn),-2.7,8.3,-2.1,x,-6.3,6.3,-2.0,-12.2,-1.4
CC(=O)c1cccc(NC(=O)C(C)OC(=O)C2CCC2)c1 (stereo not drawn),1.2,17.6,0.6,0.5,13.5,-1.2,6.1,8.3,2.1
O=C(Nc1ccccc1Cl)N1C2CCC1CC(O)(c1cccnc1)C2 (stereo not drawn),-3.7,-1.2,9.6,-0.7,6.5,-2.8,10.6,-3.9,-2.0
CC(C)CN(C(=O)COC(=O)CCSc1ccc(F)cc1)c1c(N)n(Cc2ccccc2)c(=O)[nH]c1=O,x,x,2.7,-0.2,x,2.7,x,0.4,x
CCCCOC(=O)CSC1=C(C#N)C(c2ccc3c(c2)OCO3)CC(=O)N1 (stereo not drawn),-4.5,-21.1,-9.6,-3.3,14.2,9.7,-8.1,0.1,0.7
Cc1cc2ccccc2c(=O)n1CC(=O)NCC(=O)N(C)Cc1ccccc1,0.0,-3.1,-20.9,-4.5,2.5,5.5,-10.0,-3.7,-3.3
COc1ccccc1OCCNC(=O)c1cc(SC)ccc1Cl,-1.4,-7.8,-22.9,2.9,3.4,4.0,0.6,3.2,-2.3
Clc1ccc2c(c1)CNc1c(ncnc1N1CCOCC1)O2,-3.1,-3.2,-5.8,-1.7,-0.4,0.9,19.0,5.2,-4.1
COc1ccc(-n2nc(C(=O)O)cc2-c2ccccc2)cc1,-2.0,-12.3,-0.7,-5.8,7.8,-0.7,7.6,0.1,-2.4
CCN(CC)c1ccc(NC(=O)C2CCCN(S(=O)(=O)c3cccnc3)C2)c(C)c1 (stereo not drawn),-3.6,-14.5,21.3,-1.0,14.6,-1.9,-19.8,7.4,-3.9
N#C/C(=C/c1cn(CC(=O)O)c2ccccc12)C(=O)NCc1ccccc1,1.2,74.7*,3.5,-0.7,17.7,8.2,6.3,0.8,2.3
O=c1[nH]c(=O)c2cn[nH]c2[nH]1,x,x,-9.1,-2.9,x,0.5,x,6.0,x
CCCCn1c(N)c(N(CCOC)C(=O)c2cc3c(s2)CCC3)c(=O)[nH]c1=O,x,x,6.8,0.1,x,0.3,x,6.2,x
O=C(O)c1ccc(NC(=O)c2cccc(C(=O)Nc3ccc(C(=O)O)cc3)n2)cc1,-1.9,-6.7,4.5,-8.4,4.1,-5.0,18.0,1.2,-3.1
O=C1C2CC=CCC2C(=O)N1Cc1ccccc1Cl (stereo not drawn),-0.7,2.9,4.2,-5.0,5.1,-3.2,-1.1,3.3,-2.0

# Bioassay records from PubChem BioAssay.

# An unsorted share of the library. About 3.2% of those tested had a hit in this group.
